# From PubChem BioAssay
# NSD2 block: inhibitors of human NSD2, primary screen, biochemical, plate reader, single point | AID 624260, 2012 | inhibition, % at 12.5 µM | 44,000 tested, 0.07% active | Histone-lysine N-methyltransferase NSD2 (Homo sapiens), O96028 | NSD2-SET H3K36me1 DELFIA fluorescence; in the data active means inhibition above about 54%, passing the limit was not always enough;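 further: inhibitors reduce the monomethyl H3K36 fluorescence signal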
# Target sequence (O96028 whole entry, looked up): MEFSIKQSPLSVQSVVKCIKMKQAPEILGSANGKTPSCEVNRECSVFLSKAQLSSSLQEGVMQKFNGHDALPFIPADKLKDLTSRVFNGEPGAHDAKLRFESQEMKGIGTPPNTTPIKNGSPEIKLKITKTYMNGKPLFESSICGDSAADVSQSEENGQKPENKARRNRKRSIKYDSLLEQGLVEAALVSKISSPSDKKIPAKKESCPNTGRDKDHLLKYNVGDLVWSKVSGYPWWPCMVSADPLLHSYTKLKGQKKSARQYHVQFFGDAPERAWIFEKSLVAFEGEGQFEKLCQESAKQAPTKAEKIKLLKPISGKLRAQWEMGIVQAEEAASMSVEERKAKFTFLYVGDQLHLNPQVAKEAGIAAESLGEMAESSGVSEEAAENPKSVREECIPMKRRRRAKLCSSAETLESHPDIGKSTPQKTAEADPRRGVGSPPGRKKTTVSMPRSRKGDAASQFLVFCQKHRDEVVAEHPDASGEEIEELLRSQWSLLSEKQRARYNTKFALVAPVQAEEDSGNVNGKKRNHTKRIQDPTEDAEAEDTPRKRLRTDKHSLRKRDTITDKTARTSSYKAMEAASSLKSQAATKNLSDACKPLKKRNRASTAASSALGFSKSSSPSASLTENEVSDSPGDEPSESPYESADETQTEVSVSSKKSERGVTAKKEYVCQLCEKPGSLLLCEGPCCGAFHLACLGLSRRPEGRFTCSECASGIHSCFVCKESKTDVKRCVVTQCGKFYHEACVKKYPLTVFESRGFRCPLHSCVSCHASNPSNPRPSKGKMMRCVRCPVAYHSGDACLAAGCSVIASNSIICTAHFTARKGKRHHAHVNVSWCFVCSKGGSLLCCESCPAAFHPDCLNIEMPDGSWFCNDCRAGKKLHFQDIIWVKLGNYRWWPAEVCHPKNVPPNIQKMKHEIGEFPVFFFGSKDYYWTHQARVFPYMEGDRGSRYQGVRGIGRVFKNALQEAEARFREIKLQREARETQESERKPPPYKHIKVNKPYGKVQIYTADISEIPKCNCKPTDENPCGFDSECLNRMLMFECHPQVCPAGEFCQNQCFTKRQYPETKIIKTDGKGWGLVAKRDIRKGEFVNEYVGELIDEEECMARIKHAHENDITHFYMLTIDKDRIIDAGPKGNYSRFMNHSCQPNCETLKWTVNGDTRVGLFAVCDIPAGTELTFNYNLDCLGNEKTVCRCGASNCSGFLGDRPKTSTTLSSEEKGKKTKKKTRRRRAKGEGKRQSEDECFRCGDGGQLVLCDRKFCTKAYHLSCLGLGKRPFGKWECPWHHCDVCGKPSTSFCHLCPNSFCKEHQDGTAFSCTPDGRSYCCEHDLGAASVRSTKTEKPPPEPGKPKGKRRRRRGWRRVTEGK
# The depositor's hits bear a star.
SMILES	NSD2 block
C[C@H](CO)N1C[C@H](C)[C@@H](CN(C)Cc2ccc(-c3ccccc3)cc2)Oc2ccc(N(C)C)cc2CC1=O	19
O=C(C[C@H]1C[C@@H]2c3cc(NC(=O)c4cccnc4)ccc3O[C@@H]2[C@@H](CO)O1)NCC(F)(F)F	-1
C[C@H]1CCCCO[C@@H](CN(C)C(=O)C2CCCCC2)[C@@H](C)CN([C@@H](C)CO)C(=O)c2cc(NC(=O)Nc3ccccc3)ccc2O1	1
C[C@@H]1CN([C@H](C)CO)C(=O)c2cc(NC(=O)CCCN(C)C)ccc2O[C@@H]1CN(C)C(=O)Nc1ccc(F)cc1	-8
C[C@@H]1CN([C@@H](C)CO)C(=O)c2cccc(NS(=O)(=O)c3ccc(Cl)cc3)c2O[C@@H]1CN(C)CC1CCCCC1	0
C[C@H](CO)N1C[C@H](C)[C@H](CN(C)Cc2cccnc2)Oc2ncc(-c3ccccc3)cc2C1=O	-7
C[C@@H]1CCCCO[C@H](CN(C)S(=O)(=O)c2ccc(F)cc2)[C@H](C)CN([C@@H](C)CO)C(=O)c2cc(NC(=O)c3ccncc3)ccc2O1	-3
CCCC#Cc1cnc2c(c1)C(=O)N([C@H](C)CO)C[C@H](C)[C@@H](CN(C)C(=O)CN1CCOCC1)O2	-3
C[C@H]1CN([C@@H](C)CO)C(=O)c2cc(-c3cccnc3)cnc2O[C@H]1CN(C)C(=O)Nc1ccc(F)cc1	3
C[C@@H]1CN([C@H](C)CO)C(=O)Cc2cc(NS(=O)(=O)c3ccc(F)cc3)ccc2O[C@@H]1CN(C)Cc1ccc(Oc2ccccc2)cc1	-6
CC(C)NC(=O)N(C)C[C@@H]1OCCCC[C@@H](C)Oc2ccc(NS(=O)(=O)c3ccccc3)cc2C(=O)N([C@H](C)CO)C[C@H]1C	-6
COc1ccc(NC(=O)N(C)C[C@@H]2Oc3cc(-c4cccc(C(=O)N(C)C)c4)ccc3S(=O)(=O)N([C@@H](C)CO)C[C@@H]2C)cc1	-2
CCCC#Cc1ccc2c(c1)O[C@@H](CN(C)Cc1ccc3c(c1)OCO3)[C@H](C)CN([C@@H](C)CO)S2(=O)=O	29
CC(C)NC(=O)Nc1ccc2c(c1)C(=O)N([C@H](C)CO)C[C@@H](C)[C@H](CN(C)C(=O)CCC(F)(F)F)OCCCC[C@@H](C)O2	13
C[C@@H]1CN([C@@H](C)CO)C(=O)c2c(c3ccccc3n2C)-c2ccccc2CO[C@@H]1CN(C)S(=O)(=O)c1cn(C)cn1	-23
C[C@@H]1O[C@@H](OC[C@H]2O[C@@H](c3c(O)cc4oc(-c5ccc(O)c(O)c5)cc(=O)c4c3O)[C@H](O)[C@@H](O)[C@@H]2O)[C@H](O)[C@H](O)[C@H]1O	7
C[C@H]1CN([C@@H](C)CO)C(=O)c2cc(NC(=O)Cn3cnnn3)ccc2O[C@H]1CN(C)C(=O)NC1CCCCC1	0
C/C=C1\C(O[C@@H]2O[C@H](CO)[C@@H](O)[C@H](O)[C@H]2O)OC=C(C(=O)OC)C1CC(=O)OC[C@H]1O[C@@H](OCCc2ccc(O)cc2)[C@H](OC(=O)CC2C(C(=O)OC)=COC(O[C@@H]3O[C@H](CO)[C@@H](O)[C@H](O)[C@H]3O)/C2=C\C)[C@@H](O)[C@@H]1O (stereo partly drawn)	-1
CNC[C@@H]1Oc2ccc(NC(=O)Nc3ccccc3)cc2CC(=O)N([C@H](C)CO)C[C@H]1C	8
Cc1noc(C)c1NC(=O)N(C)C[C@H]1Oc2ccc(NC(=O)C3CCCCC3)cc2C(=O)N([C@H](C)CO)C[C@H]1C	23
COc1ccc(CN(C)C[C@H]2Oc3ccc(NC(=O)C4CCCCC4)cc3C(=O)N([C@H](C)CO)C[C@@H]2C)cc1	29
C[C@H](CO)N1C[C@H](C)[C@H](CN(C)Cc2ccc3c(c2)OCO3)Oc2ccc(NC(=O)Nc3ccccc3)cc2C1=O	-6
COc1ccc(S(=O)(=O)N(C)C[C@@H]2Oc3ccc(NC(=O)CCC(F)(F)F)cc3CC(=O)N([C@@H](C)CO)C[C@@H]2C)cc1	1
COc1ccc(S(=O)(=O)Nc2ccc3c(c2)C(=O)N([C@@H](C)CO)C[C@@H](C)[C@@H](CN(C)C(=O)c2ccncc2)OCCCC[C@H](C)O3)cc1	0
C[C@H](CO)N1C[C@H](C)[C@H](CN(C)C(=O)c2ccncc2)OCCCC[C@H](C)Oc2ccc(NS(=O)(=O)c3cn(C)cn3)cc2C1=O	3

# Entries from the list above containing a CF3 group, in the order listed:
SMILES	NSD2 block
O=C(C[C@H]1C[C@@H]2c3cc(NC(=O)c4cccnc4)ccc3O[C@@H]2[C@@H](CO)O1)NCC(F)(F)F	-1
CC(C)NC(=O)Nc1ccc2c(c1)C(=O)N([C@H](C)CO)C[C@@H](C)[C@H](CN(C)C(=O)CCC(F)(F)F)OCCCC[C@@H](C)O2	13
COc1ccc(S(=O)(=O)N(C)C[C@@H]2Oc3ccc(NC(=O)CCC(F)(F)F)cc3CC(=O)N([C@@H](C)CO)C[C@@H]2C)cc1	1

# (more compounds)
SMILES	NSD2 block
C[C@@H]1CN([C@H](C)CO)C(=O)c2cc(-c3ccc(F)cc3)cnc2O[C@@H]1CN(C)Cc1ccc(C(=O)O)cc1	-3
COc1cc(Br)c(/C=N/NC(=O)c2ccc(C(=O)NO)cc2)cc1OC	3
C[C@@H]1CCCCO[C@H](CN(C)C(=O)Nc2ccc(C(F)(F)F)cc2)[C@H](C)CN([C@H](C)CO)C(=O)c2cc(NC(=O)c3ccccc3)ccc2O1	-2
Cc1ccc(S(=O)(=O)N(C)C[C@H]2Oc3ccc(NC(=O)Nc4c(C)noc4C)cc3C(=O)N([C@H](C)CO)C[C@@H]2C)cc1	4
C[C@H](CO)N1C[C@H](C)[C@@H](CN(C)C(=O)CN(C)C)Oc2cc(-c3ccncc3)ccc2S1(=O)=O	-1
Cc1noc(C)c1S(=O)(=O)Nc1ccc2c(c1)C(=O)N([C@H](C)CO)C[C@@H](C)[C@@H](CN(C)CC1CC1)O2	0
N#C/C(N)=C(\C#N)N=Cc1ccc(C#N)cc1	3
CNC[C@@H]1OCCCC[C@H](C)Oc2ccc(NC(=O)Nc3ccc(OC)cc3)cc2C(=O)N([C@@H](C)CO)C[C@@H]1C	3
O=C(C[C@@H]1C=C[C@H](NC(=O)Cc2ccccn2)[C@H](CO)O1)NCCCN1CCOCC1	1
C[C@@H]1CN([C@@H](C)CO)C(=O)c2cccc(NC(=O)Nc3ccc(C(F)(F)F)cc3)c2O[C@@H]1CN(C)C(=O)Nc1cccc2ccccc12	3
Cc1noc(C)c1NC(=O)N(C)C[C@@H]1Oc2ccc(NS(=O)(=O)c3cn(C)cn3)cc2C(=O)N([C@H](C)CO)C[C@H]1C	-2
C[C@H](CO)N1C[C@H](C)[C@H](CN(C)C(=O)Nc2ccc(F)cc2)Oc2ccc(NC(=O)C3CCCCC3)cc2C1=O	1
COc1ccc(NC(=O)Nc2ccc3c(c2)C(=O)N([C@@H](C)CO)C[C@H](C)[C@@H](CN(C)C(=O)NC2CCCCC2)OCCCC[C@H](C)O3)cc1	-5
COc1ccc(S(=O)(=O)Nc2ccc3c(c2)C(=O)N([C@@H](C)CO)C[C@H](C)[C@@H](CN(C)C(=O)Nc2ccccc2)O3)cc1	-2
CC(C)NC(=O)Nc1ccc2c(c1)C(=O)N([C@H](C)CO)C[C@H](C)[C@@H](CN(C)CC1CCCCC1)O2	5
C[C@H](CO)N1C[C@H](C)[C@@H](CN(C)C(=O)NC2CCCCC2)Oc2ccc(NC(=O)Nc3ccc4c(c3)OCO4)cc2CC1=O	-24
Cc1noc(C)c1NC(=O)Nc1ccc2c(c1)CC(=O)N([C@@H](C)CO)C[C@H](C)[C@@H](CN(C)S(C)(=O)=O)O2	0
C[C@@H]1CN([C@H](C)CO)C(=O)c2cc(NC(=O)NC3CCCCC3)ccc2O[C@@H](C)CCCCO[C@H]1CN(C)C(=O)c1ccncc1	1
CC(C)(C)c1ccccc1NC(=O)c1cccc(Cn2cc(Cl)cn2)c1	10
C[C@H]1CN([C@@H](C)CO)C(=O)c2cccc(NC(=O)C3CC3)c2O[C@@H]1CN(C)Cc1ccc2c(c1)OCO2	-3
COCC(=O)Nc1ccc2c(c1)[C@@H]1C[C@H](CC(=O)NCc3ccccn3)O[C@@H](CO)[C@@H]1O2	11
C[C@H]1CN([C@@H](C)CO)C(=O)c2cc(NC(=O)CCC(F)(F)F)ccc2O[C@@H]1CN(C)Cc1ccc2c(c1)OCO2	3
C[C@@H]1CCCCO[C@H](CN(C)Cc2ccncc2)[C@H](C)CN([C@H](C)CO)C(=O)c2cc(NC(=O)Nc3cccc4ccccc34)ccc2O1	-3
C[C@H](CO)N1C[C@H](C)[C@@H](CN(C)Cc2ccc(C(F)(F)F)cc2)Oc2c(NC(=O)NC3CCCCC3)cccc2C1=O	-4
Cc1noc(C)c1NC(=O)N[C@@H]1CC[C@@H](CC(=O)N2CCCCC2)O[C@@H]1CO	6

# Quoted from the results shown (four entries):
SMILES	NSD2 block
N#C/C(N)=C(\C#N)N=Cc1ccc(C#N)cc1	3
CNC[C@@H]1OCCCC[C@H](C)Oc2ccc(NC(=O)Nc3ccc(OC)cc3)cc2C(=O)N([C@@H](C)CO)C[C@@H]1C	3
O=C(C[C@@H]1C=C[C@H](NC(=O)Cc2ccccn2)[C@H](CO)O1)NCCCN1CCOCC1	1
C[C@@H]1CN([C@@H](C)CO)C(=O)c2cccc(NC(=O)Nc3ccc(C(F)(F)F)cc3)c2O[C@@H]1CN(C)C(=O)Nc1cccc2ccccc12	3

# Other entries follow.
SMILES	NSD2 block
COc1ccc(CN(C)C[C@@H]2OCCCC[C@@H](C)Oc3ccc(NS(C)(=O)=O)cc3C(=O)N([C@@H](C)CO)C[C@H]2C)cc1	4
C[C@H](CO)N1C[C@H](C)[C@H](CN(C)C(=O)Cc2ccccc2)OCCCC[C@H](C)Oc2ccc(NC(=O)Nc3ccccc3)cc2C1=O	-8
CNC[C@@H]1Oc2ncc(-c3cc4ccccc4o3)cc2C(=O)N([C@H](C)CO)C[C@@H]1C	3
Cc1noc(C)c1S(=O)(=O)Nc1ccc2c(c1)CC(=O)N([C@@H](C)CO)C[C@@H](C)[C@H](CN(C)C(=O)NC1CCCCC1)O2	2
Cc1ccc(S(=O)(=O)Nc2ccc3c(c2)C(=O)N([C@H](C)CO)C[C@H](C)[C@@H](CN(C)Cc2ccncc2)OCCCC[C@@H](C)O3)cc1	4
C[C@@H]1CCCCO[C@@H](CN(C)C(=O)C2CCCCC2)[C@H](C)CN([C@H](C)CO)C(=O)c2cc(NC(=O)Nc3ccc(C(F)(F)F)cc3)ccc2O1	8
C[C@@H]1CN([C@H](C)CO)C(=O)CCCn2cc(nn2)CO[C@H]1CN(C)S(C)(=O)=O	0
COP(=O)(OC)OC(c1ccc(Cl)cc1)P(=O)(OC)OC (stereo not drawn)	-7
C[C@@H]1CN([C@H](C)CO)C(=O)c2cc(/C=C/c3ccccc3)cnc2O[C@H]1CN(C)Cc1ccncc1	4
C[C@H]1CN([C@@H](C)CO)C(=O)c2cccc(NC(=O)CCCCCC(=O)Nc3ccccc3N)c2O[C@@H]1CN(C)C(=O)Nc1ccccc1	3
COC(=O)c1c2oc(c1C(=O)OC)C(=O)N[C@H](Cc1ccccc1)Cn1cc(nn1)CNC(=O)[C@H](Cc1ccccc1)NC(=O)N[C@@H](CO)CC2	49
C[C@H](CO)N1C[C@H](C)[C@@H](CN(C)S(=O)(=O)c2ccc(F)cc2)OCCCC[C@H](C)Oc2ccc(NS(=O)(=O)c3cccs3)cc2C1=O	-4
C[C@H]1CN([C@@H](C)CO)C(=O)c2cc(C3=CCCC3)cnc2O[C@@H]1CN(C)C(=O)C1CCC1	-2
Cc1nc(C(F)(F)F)nc(Sc2cccc(C(F)(F)F)c2)c1C	3
CCCC#Cc1ccc2c(c1)O[C@H](CN(C)CCC)[C@H](C)CN([C@H](C)CO)S2(=O)=O	5
COc1ccccc1C#Cc1cnc2c(c1)C(=O)N([C@@H](C)CO)C[C@H](C)[C@H](CN(C)C(=O)c1ccc3c(c1)OCO3)O2	1
C[C@H]1CN([C@@H](C)CO)C(=O)Cc2cc(NC(=O)CCN3CCOCC3)ccc2O[C@@H]1CN(C)C(=O)Nc1ccc(C(F)(F)F)cc1	-9
C[C@H]1CN([C@@H](C)CO)S(=O)(=O)c2ccc(C#CC3CCCC3)cc2O[C@H]1CN(C)C(=O)Cc1ccccc1	3
C[C@H](O)C#Cc1cnc2c(c1)C(=O)N([C@@H](C)CO)C[C@H](C)[C@H](CN(C)C(=O)Nc1ccc(F)cc1)O2	-14
Cc1noc(C)c1NC(=O)N(C)C[C@@H]1Oc2ccc(NC(=O)Nc3cccc4ccccc34)cc2C(=O)N([C@@H](C)CO)C[C@H]1C	6
C[C@H](CO)N1C[C@H](C)[C@H](CN(C)Cc2ccncc2)OCCCC[C@H](C)Oc2ccc(NC(=O)Nc3ccccc3)cc2C1=O	-1
C[C@@H]1CN([C@@H](C)CO)C(=O)c2cccc(NC(=O)C3CCOCC3)c2O[C@@H]1CN(C)Cc1ccccc1	1
C[C@@H]1CN([C@H](C)CO)S(=O)(=O)c2ccc(C3=CCCC3)cc2O[C@H]1CN(C)C(=O)c1cnccn1	0
C[C@@H]1CN([C@H](C)CO)C(=O)c2cc(C3=CCCC3)cnc2O[C@H]1CN(C)C(=O)c1ccccc1	0
Cc1noc(C)c1NC(=O)N(C)C[C@H]1Oc2ccc(NS(=O)(=O)c3ccccc3)cc2CC(=O)N([C@@H](C)CO)C[C@H]1C	1
C[C@H](CO)N1C[C@H](C)[C@H](CN(C)C(=O)Nc2ccc3c(c2)OCO3)Oc2ccc(NC(=O)Cn3cnnn3)cc2CC1=O	1
Cc1noc(C)c1NC(=O)Nc1ccc2c(c1)C(=O)N([C@H](C)CO)C[C@H](C)[C@@H](CN(C)Cc1ccc(C(F)(F)F)cc1)OCCCC[C@H](C)O2	-8

# This is a subset; count on the stated rates, not on these rows.
